Source: PubChem BioAssay
Pyk2 oligo antag = antagonists of Pyk2 self-association, primary screen, Q293 cells, FERM NanoBiT luminescence, HTS. Protein-tyrosine kinase 2-beta (Homo sapiens), Q14289. stronger effect = lower value. z-score (the deposit names both 25 µM and 10 µM). actives 0.83% (n = 99,000);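 active means Z-score of -3 or lower, scaled per plate to the spread of control and sample wells; inactive means z-score above -3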;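 further: negative z-score means lost luminescence so less FERM oligomerization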
hDAT+cocaine = changed hDAT dopamine uptake under cocaine IC80, either direction, primary screen, cocaine antagonist project, cell-based, LLC-PK1 hDAT, [14C]-dopamine uptake, MLSMR; Sodium-dependent dopamine transporter (Homo sapiens), Q01959; LLC-PK1 hDAT cells, [14C]-dopamine uptake with cocaine IC80; actives deviate in either direction; B-score at 10 µM; actives 1.3% (n = 110,000);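 active means Z score or B-score, a plate-position-corrected score, falls beyond the plate's 99.7% confidence bounds, in either direction; inactive means both scores lie inside the 99.7% bounds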;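 further: scored against the spread of the other compound wells on the same plate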
Ecoli WT expand = growth inhibitors of wild-type E. coli, primary screen, strain BW25113, expanded library, OD600. actives 0.15% (n = 98,000). OD600 absorbance. growth inhibition, % at 100 µM;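 active means growth inhibition above about 50% at one test dose, limit read from the data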;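 further: growth measured after 20 h incubation at 37 °C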
CYP2C9 activ = human CYP2C9 activators, primary screen, biochemical, luminescence; Cytochrome P450 2C9 (Homo sapiens), P11712; recombinant CYP2C9, luciferin-H conversion; stronger effect = higher value; factor 1 = untreated enzyme, 0 = blocked; activation factor at 5 µM; actives 1.4% (n = 96,000); AID 1024, 2008;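 active means activation factor of 2 or more for CYP2C9 at a 5 µM dose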;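 further: 0 = sulfaphenazole-blocked wells and 1 = vehicle-only wells; values of inactives mirror those of a sister screen read the other way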
Target sequence (P11712 whole entry, looked up): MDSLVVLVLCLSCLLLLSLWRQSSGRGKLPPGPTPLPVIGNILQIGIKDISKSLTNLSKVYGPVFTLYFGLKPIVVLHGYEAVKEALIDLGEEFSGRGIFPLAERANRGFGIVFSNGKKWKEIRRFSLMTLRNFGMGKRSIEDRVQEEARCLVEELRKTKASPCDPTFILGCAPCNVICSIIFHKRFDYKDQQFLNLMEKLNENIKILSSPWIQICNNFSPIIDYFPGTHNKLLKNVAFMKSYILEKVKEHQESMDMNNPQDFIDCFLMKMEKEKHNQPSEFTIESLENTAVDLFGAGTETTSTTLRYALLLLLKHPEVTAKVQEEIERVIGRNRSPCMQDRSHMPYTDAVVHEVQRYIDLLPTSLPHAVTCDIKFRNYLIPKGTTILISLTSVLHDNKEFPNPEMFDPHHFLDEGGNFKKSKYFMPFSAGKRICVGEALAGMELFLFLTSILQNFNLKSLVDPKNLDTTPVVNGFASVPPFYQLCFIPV
PostGolgi ctrl = growth inhibition of yeast control strain, primary screen, counter-screen for post-Golgi transport modulator project; actives 5% (n = 98,000); efflux-deficient yeast background strain, growth absorbance A615, 16 h; inhibition, % at 10 µM
PTPN22 act = LYP phosphatase activators, primary screen, biochemical, DiFMUP fluorescence, 2 µM; actives 0.11% (n = 96,000); Tyrosine-protein phosphatase non-receptor type 22 (Homo sapiens), Q9Y2R2; activation, % at 2 µM; AID 697, 2007; recombinant LYP; 0 = plate median, 100 = signal doubled;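 active means activation at 2 µM above a set limit, the mean plus 5 SD, cut at about 37% in these data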
CYP2C9 inhib = blockers of cytochrome P450 2C9 activity – biochemical, luminescence, ADME assay, primary screen. actives 20% (n = 96,000). inhibition, % at 5 µM. P11712. CYP2C9 Supersomes, luciferin-H conversion. AID 777, 2007;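 active means blocking of liver enzyme CYP2C9 beyond about 50% at 5 µM, limit read from the data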; further: values of inactives mirror those of a sister screen read the other way
PostGolgi yeast = phenotypic screen on post-Golgi transport, primary screen | post-Golgi transport phenotypic cell assay | inhibition, % at 10 µM | actives 0.9% (n = 98,000);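 further: yeast cells grown in 1536-well plates; yeast grown about 18 h at 30C before absorbance read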
PTPN22 inh 2 = PTPN22 phosphatase inhibitors, primary screen, biochemical, DiFMUP fluorescence, 2 µM; actives 0.21% (n = 96,000); recombinant LYP catalytic domain; Tyrosine-protein phosphatase non-receptor type 22 (Homo sapiens), Q9Y2R2; inhibition, % at 2 µM;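 active means inhibition at 2 µM at or above a set limit, the screen mean plus 3 SD, cut at about 24% in these data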;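 further: 0% = DMSO with enzyme and 100% = enzyme fully blocked by orthovanadate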
Active calls of the source: *; . = no result given. Unless noted, no stated cut-off is given here; in the data, active means inhibition above about 30%; inactive means the rest.

SMILES	Pyk2 oligo antag	hDAT+cocaine	Ecoli WT expand	CYP2C9 activ	PostGolgi ctrl	PTPN22 act	CYP2C9 inhib	PostGolgi yeast	PTPN22 inh 2
COC(=O)C1=C(C)Nc2nnnn2C1c1cccnc1 (centres undefined)	-0.17	-0.41	.	.	.	0	.	.	0
OCCCc1nc2n(n1)C(c1ccccc1Cl)C=C(c1cccs1)N2 (centres undefined)	0.18	0.11	3	0.5	4	-6	51*	1	10
CN1CCN(C(=O)NC2CCCN2S(=O)(=O)c2ccc(Cl)cc2)CC1 (centres undefined)	1.8	0.11	0	1	9	3	5	1	3
O=C(NC1CCCCC1)N1CCCC1	-0.11	-0.57	.	.	.	8	.	.	-9
O=C(COc1ccccc1Cl)NNC(=O)C1CCCO1 (centres undefined)	1.4	-0.13	10	1.5	4	-3	-50	7	8
Cc1cc(NS(=O)(=O)c2ccc(NC(=O)c3oc4ccccc4c3C)cc2)no1	0.02	-1.9	-1	1.1	2	-7	-14	21	7
CC#CCCCC(=O)Nc1cccc(C(=O)O)c1	0.74	-0.68	-13	1	6	8	-4	-1	-10
O=C(CN1C(=O)c2ccccc2S1(=O)=O)Nc1ccccc1	-0.13	-0.48	3	0.8	-1	-4	18	4	1
COc1ccc(Cc2nnc(SCC(=O)Nc3ncc(C)s3)o2)cc1	-0.03	-0.00061	-2	0.9	10	6	11	-2	-11
CC(C)N1C(=O)CC2(CC[N+](C)(CCOC(=O)C(c3ccccc3)c3ccccc3)CC2)C1=O (centres undefined)	1.4	0.68	10	1.1	-7	-16	-5	-5	13
Cc1nc2scc(-c3ccccc3)c2c(=O)n1N	-0.05	-1.2	-17	0.8	0	-3	17	-3	0
Nc1c(-c2cccc(Cl)c2)cnn1-c1cccc(C(F)(F)F)c1	-1.1	-0.98	5	1.3	13	-5	-25	-5	8
CC(=O)Nc1cc(-c2nn(CC(=O)N3CCCCC3)c(=O)c3ccccc23)ccc1N1CCOCC1	1.6	0.65	-1	0.9	12	7	12	2	-8
CCOc1ccc(C(=O)O)cc1OC	-0.02	-1.3	-2	1.1	6	5	-13	-4	-4
CN=C1c2ccccc2CN1c1cccc(C(=O)OC)c1	0.39	-0.37	3	1	-5	.	-4	-5	.
Fc1ccc(NC(=S)Nc2ccc(F)c(Cl)c2)cc1Cl	-1.6	-2.4	89*	0.1	65*	-4	86*	72*	2
CCC(C)(C)n1nnnc1C(c1cc2cc3c(cc2[nH]c1=O)OCO3)N1CCCCC1 (centres undefined)	0.89	.	-5	0.9	0	19	8	-9	-14
Cn1c(SCC(=O)N2CCOCC2)nc2cccnc21	-0.26	-1.2	4	1	5	-1	2	0	0
O=C(CSC1=NCCS1)Nc1ccc(S(=O)(=O)NC2CCCCC2)cc1	0.34	0.063	4	0.4	3	4	56*	-3	-4
COCCCNC(=O)CN(c1cc(OC)ccc1OC)S(=O)(=O)c1ccccc1	-0.47	0.79	3	0.4	22	4	59*	1	-3
N/C(=N\OC(=O)CCc1ccccc1)c1ccc(Br)cc1	-0.57	-0.99	6	0.9	5	0	10	0	4
CCCn1c(SCC(=O)NC2CCCCC2C)n[nH]c1=O (centres undefined)	-0.76	-0.029	6	1.2	-2	-6	-19	3	7
CCc1ccccc1N1CCN(S(=O)(=O)c2cc(OC)ccc2OC)CC1	-3.3*	0.047	-19	0	23	-3	99*	-10	7
O=C(CN1C(=O)COc2ccccc21)N(Cc1cccnc1)Cc1cccc(F)c1	0.12	0.82	-1	0.1	7	11	91*	2	-12
Clc1ccc(OCCn2ccnc2)c(Br)c1	0.28	-0.61	27	0.1	8	-7	95*	-4	9
CCOC(=O)CSc1nc(NC#N)nc(N(CC)CC)n1	0.64	-0.54	-8	.	10	-9	.	10	13
Cc1ccc(-n2nnc3c(=O)n(CC(=O)c4ccccc4)cnc32)cc1	.	-0.019	-8	0.8	-4	-1	19	3	0
CCOC(=O)Cc1cnc(NC(=O)NC(C(=O)OCC)(c2ccccc2)C(F)(F)F)s1 (centres undefined)	0.24	0.85	1	0.7	7	0	33	3	0
O=C(Cn1ncn2c(cc3ccccc32)c1=O)NCc1ccco1	-0.53	0.1	-9	0.8	2	0	16	7	-3
Cc1ccc(-c2nc3ccccc3c(=O)n2CCCn2ccnc2)cc1	-0.16	1.6	6	0.9	11	9	7	10	-13

SMILES	Pyk2 oligo antag	hDAT+cocaine	Ecoli WT expand	CYP2C9 activ	PostGolgi ctrl	PTPN22 act	CYP2C9 inhib	PostGolgi yeast	PTPN22 inh 2
CCC(C)NCc1ccc(C(=O)OC)o1 (centres undefined)	0.96	-0.2	-4	1	-5	12	3	-2	-9
Cc1sc(NC(=O)c2ccco2)c(CN2CCN(c3ccccc3)CC2)c1C	-1.2	-0.19	-7	0.2	9	-5	80*	2	5
C=CCn1c(SCc2nc(N)nc(N3CCCCC3)n2)nnc1-c1ccco1	1.2	0.6	-1	0.9	4	-4	13	1	3
COC(=O)c1ccc(N)cc1O	0.29	-0.22	6	1	-3	11	4	-2	-8
Cc1ccc2c(c1)c(-c1ccccc1)nc1nncn12	.	-0.77	1	1	7	.	3	-5	.
O=C(Oc1ccc2ccc(OC(=O)N3CCOCC3)cc2c1)N1CCOCC1	1.2	0.99	1	1.1	13	2	-8	5	4
O=C(CCc1ccccc1)Nc1nnc(-c2ccc3c(c2)CCCC3)o1	.	-0.49	-7	1.2	3	2	-22	-16	-6
COc1cccc(C(=O)Nc2ccc3nc(N4CCN(c5ncccn5)CC4)cc(C)c3c2)c1OC	.	-6.9*	-11	.	41*	0	.	-2	4
CCOC(=O)c1sc(NC(=O)c2ccco2)nc1-c1ccccc1	.	0.99	-10	1.1	3	1	-11	-2	-5
Cn1c(=O)c2c(nc(Br)n2CC(=O)C23CC4CC(CC(C4)C2)C3)n(C)c1=O	0.8	0.83	0	0.9	12	.	12	2	.
CCc1ccc(NC(=O)C2(c3ccccc3)CC2(Cl)Cl)cc1 (centres undefined)	-3.1*	-0.94	-7	0.6	31*	9	40	-2	-6
O=C(NN=C1C2CC3CC(C2)CC1C3)c1cccs1	2.3	-0.17	6	1	4	-3	-4	1	5
COc1ccc(Cn2nnnc2C(c2cc3ccc(OC)cc3[nH]c2=O)N2CCC(C)CC2)cc1 (centres undefined)	2	1.9	-1	0.8	-5	1	23	13	1
COc1cccc(-c2ccc(=O)n(CC(=O)Nc3ccc(C(=O)N4CCCC4)cc3)n2)c1	-0.19	2.9*	8	0.6	-2	-12	36	2	10
Cc1cc(N=Cc2cc(Cl)ccc2O)no1	0.42	-0.45	8	1	10	-3	0	-8	2
CC(=O)Nc1ccccc1-c1nn[nH]n1	-0.73	-0.9	2	1	12	2	-2	-1	0
O=C(O)c1ccccc1NS(=O)(=O)c1cccc2cccnc12	-0.68	-0.66	8	1	3	1	-5	1	-2
O=C1c2ccccc2C(=O)N1CCOc1ccccc1	-0.87	0.54	.	.	.	-1	.	.	-2
Cn1c(C(=O)NCCCN2CCCC2=O)cc2c(=O)n(C)c3ccccc3c21	.	0.85	2	1	-3	2	4	0	-5
CCOc1c(Br)cc(CNc2ncn[nH]2)cc1OC	0.82	-0.46	2	1	4	-6	-5	11	10
CN1CCN(c2ccccc2NC(=O)c2ccc(Br)o2)CC1	0.61	-0.038	5	0.8	-5	-3	18	4	0
Cc1ccc2c(c1)c1c(n2CC(O)Cn2nc(C)c(Br)c2C)C(=O)CCC1 (centres undefined)	0.02	0.22	-11	0.9	8	-4	7	-5	0
COC(=O)CSc1nnc(CNC(=O)c2ccccc2OC)n1-c1ccc(OC)cc1	0.19	-0.33	8	1	-6	-10	-3	1	8
O=C(CCc1nc(-c2ccccc2F)no1)NCCN1CCOCC1	0.39	0.34	1	0.9	-2	-4	11	3	4
Cc1cc(NC(=O)c2cc(C)on2)no1	0.14	-0.66	-3	0.9	6	-5	6	1	6
O=C(Nc1nnc(C2CC2)o1)c1ccc(S(=O)(=O)N2CCCc3ccccc32)cc1	.	.	6	0.1	3	-6	95*	33*	5
O=C(NCC1CCN(c2ccc(S(=O)(=O)N3CCOCC3)cc2)CC1)c1cccc(Cl)c1	-0.16	0.51	-12	0.8	5	4	23	6	-2
CSCC[C@@H](C(=O)Nc1ccc2c(c1)OCCO2)N1Cc2ccccc2C1=O	.	0.1	4	0.6	3	4	36	-16	-7
Cc1ccc(NCc2nnc(SCC(=O)N3CCCc4ccccc43)o2)c(C)c1	0.72	-0.63	-2	0.9	23	-1	9	-4	1
COc1cccc(-c2nnc(SCC(N)=O)n2-c2ccc(Cl)cc2)c1	-0.44	-0.57	2	0.8	20	-8	21	-1	11

SMILES	Pyk2 oligo antag	hDAT+cocaine	Ecoli WT expand	CYP2C9 activ	PostGolgi ctrl	PTPN22 act	CYP2C9 inhib	PostGolgi yeast	PTPN22 inh 2
CCCCC(c1nnnn1CCOC)N1CCN(c2cccc(OC)c2)CC1 (centres undefined)	0.17	-0.74	5	0.5	13	.	54*	-1	.
CCOc1c2ccc(C(=O)NCc3ccccc3OC)cc2nn1CC	.	0.83	-3	1.1	8	4	-12	-8	-1
CCOc1ccc2[nH]c(=O)c(C(c3nnnn3Cc3ccco3)N3CCC(C)CC3)cc2c1 (centres undefined)	0.6	1.1	5	0.6	0	-11	40	6	12
CCc1ccc(C2C(C#N)=C(N)Oc3n[nH]c(CC(=O)OC)c32)cc1 (centres undefined)	-0.19	0.93	.	.	.	5	.	.	-7
O=c1c2ccc(Cl)cc2nc(-c2cccc(C(F)(F)F)c2)n1O	-0.25	-0.033	28	0.6	-5	-9	37	-1	12
CCC(C)(C)n1nnnc1C(c1ccncc1)N1CCC(C)CC1 (centres undefined)	0.19	-0.0025	.	.	.	2	.	.	-2
N#Cc1ccc(CSc2nnc(Nc3ccccc3)s2)cc1	-0.99	0.37	-5	1.1	-2	5	-9	-8	-8
O=C(CSCCO)Nc1nccs1	0.92	0.25	-2	1.2	1	1	-24	2	-4
Cn1c(SCC(=O)Nc2cccc(O)c2)nnc1-c1ccc(S(=O)(=O)N2CCOCC2)cc1	0.1	0.0056	10	0.9	5	11	8	2	-12
Cc1ccc2nc(NC(=O)C3CCCN(S(=O)(=O)c4cnc[nH]4)C3)sc2c1 (centres undefined)	.	0.037	2	0.5	-5	6	51*	0	-7
CCn1nc(C(=O)NC2=NCCS2)c2ccccc2c1=O	-0.17	0.07	-10	0.8	-3	4	21	2	-6
COC(=O)C1C(=O)CC(C)(O)C(C(=O)OC)C1/C=C/c1ccccc1 (centres undefined)	-0.16	-0.03	4	0.9	0	13	7	3	-15
Cc1cnc(C(=O)OCC(=O)Nc2cccc(Cl)c2)cn1	0.41	-1.1	4	1	20	-11	-2	-7	9
Cc1ccc(-n2ncc3c(N4CCN(c5ccccc5)CC4)ncnc32)c(C)c1	0.14	0.066	0	1	17	-6	-1	-2	8
Cc1cccc(C)c1-n1nnnc1S(=O)(=O)Cc1ccccc1Cl	-0.85	-0.5	-19	0.2	8	8	83*	25	-4
